Assay outcomes deposited in PubChem by National Center for Advancing Translational Sciences (NCATS).
A-T KAP1 phos = potential ataxia-telangiectasia treatments restoring KAP-1 phosphorylation | AID 485349 | […] A-T fibroblasts, KAP-1 phosphorylation AlphaLISA; neocarzinostatin DNA damage 30 min before lysis | 0.19% of 320,000 active | Potency, µM (series often up to 57.5 µM), without a hit: at the top dose activation, most hits filed as activators; also: potency is read from the fitted curve at half-maximal effect; % of control where 0% means no effect; nearly all actives have a fitted effect of over 45% in size
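hTERT-immortalized A-T patient fibroblasts ([…]), 500 cells/well in OPTI-MEM, 1% FBS, got compounds for 60 min, then NCS for 30 min at 37C. Lysates were then assayed for phospho-KAP-1 by AlphaLISA (anti-pKAP1 donor, anti-KAP1 acceptor beads), 6 hr at 25C.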
KCNH2 3.1 block = blocks the human KCNH2 3.1 channel isoform; U2OS KCNH2 3.1, thallium flux FluxOr; hits give low values; activity change, % (tested at about 1.8 µM); 0.95% of 340,000 active;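 active = maximum activity change below -70%; inconclusive = maximum activity change from -70% to -50%; inactive = maximum activity change above -50%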;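 also: thallium influx rate constant from kinetic fluorescence after stimulation buffer; % is scaled to controls: 0 for no effect and ±100 for the full control effect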
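Measured as rate of thallium-driven FluxOr signal in transduced U2OS cells carrying the 3.1 channel, read kinetically for 2 min upon stimulation; values are rate constants scaled to DMSO control wells.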
a7 integrin act = activates integrin-mediated alleviation for muscular dystrophy. alpha7betagal myoblasts, beta-gal FDG fluorescence, 48 h. Potency, µM (series often up to 38.3 µM), for the others: at the top dose activation, most hits filed as activators. 0.064% of 350,000 active;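 also: potency is read from the fitted curve at half-maximal effect; 100% = response of the positive control SU9516; nearly all actives have a fitted effect of over 60% in size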
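Alpha7betagal+/- myoblasts (passage 13) were plated 16-24 hr, then exposed to compounds (1:260 dilution of DMSO stock) for 48 hours at 37C. After MPER lysis, β-galactosidase reporter activity was read as FDG fluorescence (ex 480/em 540) after 30 minutes.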
hERG WT inh = inhibitors of human wildtype KCNH2 potassium channel | Q12809 | U2OS, BacMam KCNH2, thallium flux FluxOr; hits give low values | activity change, % at 1.84 µM | AID 720551 | 0.37% of 340,000 active;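 active = maximum activity change below -70%; inconclusive = maximum activity change between -70% and -50%; inactive = maximum activity change above -50%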; also: % is scaled to controls: 0 for no effect and ±100 for the full control effect
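U2OS cells were transduced with wild-type KCNH2 virus (2.03 x 10^8 / mL) for 4 h at room temperature, then cultured overnight at 37 C. Thallium flux was read with FluxOr dye. Rate constants were normalized to DMSO controls.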
GALK inh = inhibitors of human galactokinase | Potency, µM (top dose mostly 57.5 µM), inactives show at the highest dose activity change, negative = inhibition, usual class: inhibitors | 0.007% of 270,000 active | Purified GALK, Kinase-Glo residual ATP luminescence; also: potency is read from the fitted curve at half-maximal effect; % is scaled to controls: 0 for no effect and ±100 for the full control effect
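GALK at 5 nM final was combined with compound, 35 uM ATP and 100 uM galactose in HEPES pH8.0 with MgCl2 and DTT. The reaction ran one hour at room temperature before luminescent ATP detection.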
MBNL1-CUG inh = blocks human MBNL1 binding to CUG repeat RNA; TR-FRET MBNL1-His/biotin-(CUG)12 binding, 665/545 ratio; Potency, µM (top dose mostly 57.5 µM), for inactives: at the top dose activity change, negative = inhibition, hits mostly inhibitors; 0.036% of 280,000 active; Q9NR56; active = well fitted inhibition curve with a large enough effect in the signal ratio, with a control signal flat, not every such curve was filed as active; inconclusive = small, poorly fitted or top-dose-only effect, or effect the other way, or a change in a side signal; inactive = no such curve, though single readings can be large or run the other way; the % refers to the signal ratio; also: potency is read from the fitted curve at half-maximal effect; % is scaled to controls: 0 for no effect and ±100 for the full control effect
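TR-FRET readout: Ex 340 nm, 665/545 nm emission ratio, normalized to buffer-only (basal) and MBNL1-(CUG)12 controls. Complex of MBNL1-His with Biotin-(CUG)12, compounds 92 nM–58 uM, incubated 60 min at room temperature.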
TRPV1 ag = activates the human vanilloid receptor TRPV1; TRPV1-expressing cells, Fluo-8 calcium influx, agonist mode; Q8NER1; 0.19% of 320,000 active; activation, % at 8.33 µM; in the data active = activation above about 80%; inconclusive = between about 30% and that limit; also: 0% is about no effect
Target sequence (Q8NER1 whole entry, looked up): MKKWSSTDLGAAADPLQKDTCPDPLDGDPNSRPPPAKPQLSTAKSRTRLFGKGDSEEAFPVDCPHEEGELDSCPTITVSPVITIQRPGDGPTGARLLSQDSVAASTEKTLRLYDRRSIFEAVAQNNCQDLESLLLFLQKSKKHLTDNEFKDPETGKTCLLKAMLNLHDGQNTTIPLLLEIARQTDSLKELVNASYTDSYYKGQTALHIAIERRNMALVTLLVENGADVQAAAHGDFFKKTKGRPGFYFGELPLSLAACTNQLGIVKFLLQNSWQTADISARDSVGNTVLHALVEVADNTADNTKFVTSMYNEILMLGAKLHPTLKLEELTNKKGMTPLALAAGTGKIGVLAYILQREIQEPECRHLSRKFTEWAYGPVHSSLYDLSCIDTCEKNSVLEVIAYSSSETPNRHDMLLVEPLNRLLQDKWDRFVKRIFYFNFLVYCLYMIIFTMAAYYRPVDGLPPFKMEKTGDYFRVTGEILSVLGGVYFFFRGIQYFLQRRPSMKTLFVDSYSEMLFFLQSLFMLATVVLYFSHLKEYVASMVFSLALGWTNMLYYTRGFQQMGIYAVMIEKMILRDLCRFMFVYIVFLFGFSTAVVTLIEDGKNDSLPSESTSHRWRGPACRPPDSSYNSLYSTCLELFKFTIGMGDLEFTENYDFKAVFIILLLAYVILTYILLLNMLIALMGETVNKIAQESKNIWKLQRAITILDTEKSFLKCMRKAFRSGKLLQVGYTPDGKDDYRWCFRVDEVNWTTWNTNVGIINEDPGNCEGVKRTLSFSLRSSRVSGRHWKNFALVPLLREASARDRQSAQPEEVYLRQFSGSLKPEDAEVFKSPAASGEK
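TRPV1-expressing cells were cultured overnight at 35.5C and loaded with Fluo-8 calcium dye for 40 to 90 min at room temperature. After a 10 s baseline, compound was added and calcium influx was read kinetically for 3 min (ex 480/em 520 nm).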
CXXC DNA block = inhibitors of human MLL CXXC domain-DNA interaction; AID 2662; 0.037% of 290,000 active; Potency, µM (highest dose often 115 µM), for the others: at the highest dose activity change, negative = inhibition, most hits filed as inhibitors; MLL-CXXC / FITC-HOXA9 DNA fluorescence polarization; active = well fitted inhibition curve with a large enough effect in the polarisation, with a control signal flat, not every such curve was filed as active; inconclusive = small, poorly fitted or top-dose-only effect, or effect the other way, or a change in a side signal; inactive = no such curve, though single readings can be large or run the other way; the % refers to the polarisation; also: potency is read from the fitted curve at half-maximal effect
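Fluorescence polarization: 7 uM MLL-CXXC (stock) preincubated 5 min with compounds, then 50 nM fluorescein-HOX-A9 DNA (stock) added; 30 min ambient. Buffer 50 mM Tris-HCl pH 7.5, 50 mM NaCl, 1 mM DTT, 0.05% BSA.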
S-ASM inh = inhibitors of human secretory acid sphingomyelinase; P17405; placental ASM, HMU-PC fluorogenic substrate, 60 min; Potency, µM (top dose mostly 57.5 µM), for inactives: at the highest dose activity change, negative = inhibition, hits mostly inhibitors; 0.006% of 340,000 active; also: potency is read from the fitted curve at half-maximal effect
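Human placenta-derived ASM preincubated with compound 10 min at room temperature, then reacted with 9 uM (final) fluorogenic HMU-PC substrate for 60 min at 37 C. Stop solution raises pH to 10; fluorescence read at Ex 386/Em 447 nm.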
FBPA coupling cs = inhibits coupling enzyme system, counter-screen for aldolase hits; activity change, negative = inhibition, % at 58.2 µM, hits read low; AID 2472; coupling enzyme system counterscreen, AmpLite Red fluorescence; 0.67% of 290,000 active; in the data active = activity change below about -30%; also: % is scaled to controls: 0 for no effect and ±100 for the full control effect
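Counterscreen of the coupled detection system alone, without aldolase: glyceraldehyde-3-phosphate coupling enzymes plus AmpLite Red readout. Compounds at 57.5 uM final, 10 min RT preincubation, 20 min RT reaction, fluorescence 525/598 nm.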
Starred values were filed as active, the others as inactive; ? = inconclusive; / = no result given; [ ] = dose if it differs, or a comment. Unless noted, calls follow the shape of the dose curve; as a rule, active = well fitted curve in the direction sought with a large enough effect; inconclusive = small, poorly fitted or top-dose-only effect, or another doubt; inactive = no such curve, though single readings can be large; an effect the other way counts as inactive or inconclusive.

Compound,A-T KAP1 phos,KCNH2 3.1 block,a7 integrin act,hERG WT inh,GALK inh,MBNL1-CUG inh,TRPV1 ag,CXXC DNA block,S-ASM inh,FBPA coupling cs
CC(C)(C)SCCNS(=O)(=O)c1ccccc1,-15%,-2,6%,-2,5%,-16%,-2,-14%,8%,-2
COc1ccc(C(=O)N2CCN(c3ccc([N+](=O)[O-])c(-n4nc(C)cc4C)c3)CC2)cc1,-4%,-11,-32%,47,-1%,?,-3,1%,-4%,1
CCC(C)(C(=O)NC1CCCCC1)N(C(=O)c1ccccn1)c1ccccc1 (stereo not given),/,2,-2%,7,2%,13%,-7,2%,1%,2
O=C(NCCCn1ccnc1)C(=O)c1c[nH]c2ccccc12,-1%,10,18%,10,0%,-1%,-2,22%,-1%,1
O=C(Nc1cccc(F)c1)/C(=C\c1ccco1)NC(=O)c1ccco1,5%,20,2%,1,0%,10%,1,38%[activator],6%,/
O=C(Nc1ccc2ccccc2n1)c1ccccc1Br,-1%,4,-10%,-2,0%,4%,-5,3%,-4%,-13
CCc1nn(CC(=O)NCCN2CCN(C)CC2)c(=O)c2cc3c(OC)cccc3n12,-1%,-6,-41%,22,0%,15%,-2,12%,1%,0
CCOC(=O)N1CCN(C(=O)CSCC(=O)Nc2nc(-c3ccc(OC)cc3)cs2)CC1,1%,2,-20%,19,-1%,1%,0,3%,-2%,0
Cc1cccc(C)c1N(CC(=O)N1CCN(C)CC1)S(C)(=O)=O,-2%,4,-19%,13,0%,-1%,1,5%,5%,0
CCN(CC)CCOC(=O)c1ccc(NC(=O)CNC(=O)C2CCCCC2)cc1,-7%,5,23%,46,2%,-6%,-4,27%,-2%,-3
O=C(Nc1ccccc1)/C(=C/c1cccnc1)NC(=O)c1ccccc1,-4%,-4,-2%,8,-7%,4%,-1,-12%,2%,0
COc1cccc(NC(=O)[C@@H]2CCCN2C(=O)C2CCN(S(=O)(=O)c3ccc(C)cc3)CC2)c1,-1%,1,24%,-4,10%,0%,-2,-1%,5%,4
COC(=O)[C@@H](Cc1c[nH]c2ccccc12)NC(=O)C1CCCN(S(=O)(=O)c2ccc(C)cc2)C1 (stereo not given in full),-4%,-9,16%,8,2%,-10%,0,-5%,-5%,-3
COc1ccccc1N(C)S(=O)(=O)c1ccc(C(=O)Nc2ccc3nc(C)sc3c2)cc1,9%,2,-25%,2,-2%,/,-7,38%[activator],-14%,-2
CC(C)Cn1c(-c2cc([N+](=O)[O-])ccc2Cl)nc2c1c(=O)[nH]c(=O)n2Cc1ccccc1,0%,-4,-7%,-3,-1%,27%,15,10%,-2%,-2
O=C1CC(N2CCSCC2)C(=O)N1CCc1ccccc1 (stereo not given),3%,3,-53%[inhibitor],24,1%,-10%,0,0%,2%,1
CC(C)CN1C(=O)C(=O)N(CC(=O)c2ccc[nH]2)C1=O,-7%,-7,-9%,7,/,/,-7,/,1%,/
COc1ccccc1N(CC(=O)N1CCCCCC1)S(=O)(=O)c1ccc(C)cc1,0%,-16,-40%,-2,-3%,-7%,19,1%,-1%,2
COc1ccc(OC)c(S(=O)(=O)Nc2cccc(O)c2)c1,/,-1,-2%,-2,/,/,/,/,2%,/
C=CCNC(=O)C1CC(=O)N(c2ccc(OCc3ccccc3Cl)cc2)C1 (stereo not given),6%,-4,5%,1,0%,-2%,10,23%,-1%,-1
CCC(CO)N=C1CC(C)(C)CC(=O)/C1=C(/O)CCCN1C(=O)c2ccccc2C1=O (stereo not given),6%,-3,-11%,-18,2%,8%,3,-2%,2%,2
COc1ccccc1OCc1nnc(SCC(=O)c2cc(Cl)ccc2OC)o1,0%,-13,-4%[7.66 µM],9,3%,50%[activator],-1,9%,-7%,-7
COc1cc(SC)ccc1C(=O)OCC(=O)N1CCN(C(C)=O)CC1,-7%,11,0%,14,/,/,-1,/,8%,/
CCOc1ccc(Oc2cc(NC(=O)c3ccco3)cc([N+](=O)[O-])c2)cc1,5%,10,6%,-1,1%,16%,12,18%,?,-1
COC(=O)C1[C@H]2C(=O)N(Cc3cccs3)C[C@]23C=C[C@H]1O3 (stereo not given in full),-7%,34,10%[7.66 µM],6,3%,-4%,1,8%,3%,5
Cc1nc(NC(=O)c2ccccc2[N+](=O)[O-])sc1C(=O)N(C)C,/,6,13%,-1,3%,24%,-2,0%,0%,-13
Cc1cccc(C)c1N1CCN(C(=O)Nc2ccc3c(c2)OCCO3)CC1,3%,-1,-28%,1,-1%,-8%,3,18%,-4%,-1
Cc1noc(C)c1COC(=O)CNC(=O)c1ccc(Cl)cc1,-4%,-8,41%,-4,-1%,/,0,8%,0%,4
O=C(CC1SC(N2CCCCC2)=NC1=O)Nc1ccc(C(=O)NCCc2ccc(F)cc2)cc1 (stereo not given),1%,11,-13%,-5,/,/,0,/,-1%,/
Cc1cc(Br)ccc1NC(=S)NC1CCCC1,0%,1,-14%,-9,1%,-7%,22,-4%,1%,2

Random excerpt: three entries already listed, in no set order.
Compound,A-T KAP1 phos,KCNH2 3.1 block,a7 integrin act,hERG WT inh,GALK inh,MBNL1-CUG inh,TRPV1 ag,CXXC DNA block,S-ASM inh,FBPA coupling cs
O=C(Nc1ccccc1)/C(=C/c1cccnc1)NC(=O)c1ccccc1,-4%,-4,-2%,8,-7%,4%,-1,-12%,2%,0
Cc1cccc(C)c1N(CC(=O)N1CCN(C)CC1)S(C)(=O)=O,-2%,4,-19%,13,0%,-1%,1,5%,5%,0
CC(C)Cn1c(-c2cc([N+](=O)[O-])ccc2Cl)nc2c1c(=O)[nH]c(=O)n2Cc1ccccc1,0%,-4,-7%,-3,-1%,27%,15,10%,-2%,-2

More results follow.
Compound,A-T KAP1 phos,KCNH2 3.1 block,a7 integrin act,hERG WT inh,GALK inh,MBNL1-CUG inh,TRPV1 ag,CXXC DNA block,S-ASM inh,FBPA coupling cs
COc1ccc(-n2nnc3c(=O)n(C/C=C/c4ccccc4)cnc32)cc1,10%,-20,0%,0,-3%,8%,-3,10%,-10%,0
CC(C(=O)Nc1ccc2c(c1)OCO2)N1CCC(N2CCCCC2)CC1 (stereo not given),-1%,5,-38%,2,/,/,4,/,5%,/
O=C(NCCCN1CCOCC1)c1onc(CSc2ccncc2)c1C(=O)NCCCN1CCOCC1,/,4,5%,-1,/,/,/,/,1%,/
O=C(NNC(=O)c1cccs1)c1ccco1,1%[11.5 µM],6,15%,3,2%,11%,-1,-14%,-3%,3
COc1cc2cc(CCCOC(=O)c3ccc(C(F)(F)F)cc3)oc(=O)c2cc1OC,11%,1,14%,-22,/,/,27,/,-11%,/
Cc1cccc(C(=O)Nc2ccc3c(c2)ncn3C)c1,0%,4,?,-14,/,2%,1,10%,7%,0
COc1ccc(NC(=O)NC2CCCc3ccccc32)cc1 (stereo not given),2%,1,-19%,-1,1%,2%,14,19%,-4%,0
CCC1=NC(c2ccc(OC)c(OC)c2)N(O)C1(C)C (stereo not given),-5%,-9,27%,/,2%,?,-1,7%,0%,1
O=C1c2ccsc2SCCN1Cc1ccc(F)cc1,11%,0,-10%,-3,-1%,2%,23,-4%,2%,0
O=C(Nc1ccc(S(=O)(=O)Nc2nccs2)cc1)c1cccc(N2C(=O)c3ccccc3C2=O)c1,-6%,-11,-9%,-7,2%,15%,7,?,-2%,-1

Compound profiles, from the list above.
Results for `COc1ccc(C(=O)N2CCN(c3ccc([N+](=O)[O-])c(-n4nc(C)cc4C)c3)CC2)cc1` → A-T KAP1 phos: -4%; KCNH2 3.1 block: -11; a7 integrin act: -32%; hERG WT inh: 47; GALK inh: -1%; MBNL1-CUG inh: ?; TRPV1 ag: -3; CXXC DNA block: 1%; S-ASM inh: -4%; FBPA coupling cs: 1
Results for `O=C(NCCCn1ccnc1)C(=O)c1c[nH]c2ccccc12` → A-T KAP1 phos: -1%; KCNH2 3.1 block: 10; a7 integrin act: 18%; hERG WT inh: 10; GALK inh: 0%; MBNL1-CUG inh: -1%; TRPV1 ag: -2; CXXC DNA block: 22%; S-ASM inh: -1%; FBPA coupling cs: 1

In the list so far, two contain bromine.
Compound,A-T KAP1 phos,KCNH2 3.1 block,a7 integrin act,hERG WT inh,GALK inh,MBNL1-CUG inh,TRPV1 ag,CXXC DNA block,S-ASM inh,FBPA coupling cs
O=C(Nc1ccc2ccccc2n1)c1ccccc1Br,-1%,4,-10%,-2,0%,4%,-5,3%,-4%,-13
Cc1cc(Br)ccc1NC(=S)NC1CCCC1,0%,1,-14%,-9,1%,-7%,22,-4%,1%,2
